High-throughput results: PubChem, Broad Institute
ARNT TACC3 PPI: ARNT/TACC3 interaction disruption. hit rate 0.66% among 390,000. AID 623870. inhibition, % at 9.99 µM. AlphaScreen His-ARNT PAS-B/GST-TACC3 binding, luminescence; TACC3 fragment carries E629A point mutation. Q9Y6A5;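 active means mean inhibition of replicates at least 50% and at least half of replicates each reaching 50%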;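 further: 0% = complete ARNT plus TACC3 wells and 100% = ARNT alone without TACC3; many hits fall short of the cut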
esBAF inh: SWI/SNF esBAF complex inhibition; mouse ES cells, Bmi1-luciferase knock-in reporter, 24 h; 100% = twice the neutral-well signal; reporter increase, % at 12.5 µM; hit rate 2% among 350,000; AID 602393; in the data active means activation above about 40%;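 further: 0% = median of the plate's neutral control wells and 100% = double that signal; a rise in the Bmi1 reporter signal indicates esBAF inhibition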
Numbers without * were called inactive.

Below each SMILES – ARNT TACC3 PPI, esBAF inh
COc1cccc(CNC(=O)C2CCN(S(=O)(=O)N3CCC4(CC3)OCCO4)CC2)c1
  -21, -1
O=C(CCSCCC(=O)N1CCCC1)N1CCCC1
  -4, -2
Cc1cccc2nc(CSc3ccccc3N)cn12
  -2, 38
CCCC(c1nnnn1CCc1ccccc1)N1CCC(C(N)=O)CC1 (centres undefined)
  -6, 1
Cc1ccc2[nH]c(=O)c(CNC(C)C)cc2c1
  -21, 1
O=C(c1ccccc1)c1cccn1CC(=O)N1CCCCCC1
  -1, -4
CN(C)S(=O)(=O)c1cccc(NC(=O)COC(=O)c2ccc([N+](=O)[O-])o2)c1
  64*, -10
CCOc1ccc(NC(=O)N(C2CCCCCC2)C2CCN(C(C)=O)CC2)cc1
  0, 0
CCC(C)(C)NC(=O)C(C)OC(=O)c1nsc(Cl)c1Cl (centres undefined)
  -3, -5
CS(=O)(=O)N(Cc1ccccc1)c1ccc(C(=O)NC2CCCCC2O)cc1 (centres undefined)
  -4, -4
Clc1ccc(Cn2ncc3c(NCc4cccnc4)ncnc32)cc1
  -8, -30
CCN1c2ccccc2NC2N=C(OC)C(c3ccccc3)C21 (centres undefined)
  8, 14
CCOc1cc(C)c(Cl)cc1S(=O)(=O)NC1CC(C)(C)NC(C)(C)C1
  -7, -2
O=C(c1ccc2c(c1)OCO2)N1CCN(c2ccc(Cl)cc2)CC1
  21, 0
CN(c1ccccc1C(=O)NCc1ccco1)S(C)(=O)=O
  -1, -2
O=C(NC(NCC1CCCO1)C(Cl)(Cl)Cl)c1cccc2ccccc12 (centres undefined)
  -5, 10
O=c1c2[nH]c3cccc(Cl)c3c2ncn1CCN1CCCCC1
  -3, -1
CCN(CC)S(=O)(=O)c1cccc(-c2cn3cc(C)ccc3n2)c1
  -3, 65*
Cn1c(=O)n(C)c2cc(NC(=O)CCl)ccc21
  -4, -6
CCOC(=O)c1[nH]c(C)c(/C(O)=C2\C(=O)C(=O)N(CCN(C)C)C2c2cccc(OC)c2OC)c1C (centres undefined)
  1, -5
CCc1nnc(NC(=O)CSc2nnc(-c3ccco3)n2CC)s1
  -2, -9
Cc1ccc(C(C(=O)NC2CCCC2)N(C(=O)CCC(=O)Nc2cc(C)on2)c2ccccc2)cc1 (centres undefined)
  -9, 0
CSc1ccc(-c2nc(CSCC(=O)NCCCN3CCOCC3)c(C)o2)cc1
  2, -19
O=C(OCc1ccccc1)C1=[N+]([O-])OC(C(=O)OCc2ccccc2)C1c1c[nH]c2ccccc12 (centres undefined)
  -2, -6
N#Cc1c(N2CCCC2)nc(N)c2c(N)nc(N3CCCC3)cc12
  -45, 69*
Cc1cccc(-c2nc(=S)c3c(n2Cc2ccco2)CCCC3)c1
  0, 3
CCn1c(=O)c(C(=O)NCc2ccc(OC)cc2)c(O)c2ccccc21
  3, -2
O=C(NC(=S)NCC1CCCO1)c1ccc(Cl)cc1Cl (centres undefined)
  -3, 25
CCCCN1C(=O)/C(=C/C=C2/CC(C)(C)CN2C)SC1=S
  3, 93*
COc1ccc(OCC(O)CON2C(=O)c3ccccc3C2=O)cc1 (centres undefined)
  -10, 7

Arranged by value in ARNT TACC3 PPI (largest number first): 7 from the list above.
smiles	ARNT TACC3 PPI	esBAF inh
CCN1c2ccccc2NC2N=C(OC)C(c3ccccc3)C21 (centres undefined)	8	14
CCOc1ccc(NC(=O)N(C2CCCCCC2)C2CCN(C(C)=O)CC2)cc1	0	0
Cc1cccc2nc(CSc3ccccc3N)cn12	-2	38
CS(=O)(=O)N(Cc1ccccc1)c1ccc(C(=O)NC2CCCCC2O)cc1 (centres undefined)	-4	-4
CCCC(c1nnnn1CCc1ccccc1)N1CCC(C(N)=O)CC1 (centres undefined)	-6	1
Cc1ccc(C(C(=O)NC2CCCC2)N(C(=O)CCC(=O)Nc2cc(C)on2)c2ccccc2)cc1 (centres undefined)	-9	0
Cc1ccc2[nH]c(=O)c(CNC(C)C)cc2c1	-21	1

Next section:
Below each SMILES – ARNT TACC3 PPI, esBAF inh
O=C(CCSc1nccn1Cc1ccccc1)N1CCOCC1
  -7, 11
Cc1cc(C)nc(N2CCC(C(=O)O)CC2)n1
  8, 2
CC(C)N(Cc1cc2ccccc2[nH]c1=O)C(=O)c1cccnc1
  -2, 1
Cc1ccc(N=C2NC(=O)C(CC(=O)NCc3ccccc3)S2)cc1C (centres undefined)
  0, -1
CCC(C)Sc1nc2c(c(=O)[nH]c(=O)n2C)n1CC(O)COc1ccccc1C (centres undefined)
  -1, 0
CC(=O)Nc1ccc(OCC(O)CNC2CCCC2)cc1 (centres undefined)
  31, 3
COc1ccc(-n2c(-c3ccc(F)cc3)cnc2SCC(=O)NCc2ccco2)cc1
  11, 18
COc1ccc2c(c1)N(C)/C(=C1/SC(=NCc3ccccc3)N(c3ccccc3)C1=O)S2
  18, 5
COc1ccc(C)cc1NC(=O)CSc1nnc(COc2ccc(Cl)cc2)n1Cc1ccco1
  -3, 5
Cn1ccnc1SCC(=O)NC12CC3CC(CC(C3)C1)C2
  -2, -1
Cc1ccc(N2C(=O)C3N=NN(CC(=O)N4N=C(c5cccc6ccccc56)CC4c4ccccc4)C3C2=O)cc1 (centres undefined)
  -1, 9
CC12CCC(C(=O)NC(c3ccccc3)c3ccccc3)(OC1=O)C2(C)C (centres undefined)
  -2, -10
CC1=C(C(=O)Nc2ccccc2)C(c2ccc(C)o2)n2c(s/c(=C/c3ccccc3)c2=O)=N1 (centres undefined)
  3, 20
Cc1cccc(NC(=S)NNC(=O)CC(C)O)c1C (centres undefined)
  -1, -1
Cc1snc(S(=O)(=O)/C(C#N)=N/Nc2ccc(C(F)(F)F)cc2)c1C#N
  15, 1
O=C(c1cc2ccccc2oc1=O)N1CCN(c2ncccn2)CC1
  -8, 70*
CCOC(=O)C1C(=O)N(C(=O)c2ccc(OC)cc2)CC1c1ccccc1 (centres undefined)
  -10, -9
CC1CCCN(C2=NC(=O)/C(=C/c3cn(-c4ccccc4)nc3-c3cccc(S(=O)(=O)N(C)C)c3)S2)C1 (centres undefined)
  1, 29
Cc1onc(-c2c(F)cccc2Cl)c1C(=O)N1CCc2ccccc2C1
  5, 4
CC(=O)c1ccc(NC(=O)Nc2ccc(NS(=O)(=O)c3ccc(C)cc3)cc2)cc1
  8, 4
Cc1nc2cc(C(F)(F)F)ccc2n1C1CCN(CC(=O)N2CCOCC2)CC1
  -4, 0
c1ccc2c(N3CCCC3)nc(-c3ccncc3)nc2c1
  8, 7
CC(C)Oc1cccc(C(=O)NC(=S)NCc2cccnc2)c1
  2, 13
O=C(CCN1C(=O)S/C(=C\c2ccccc2)C1=O)Nc1ccc(S(=O)(=O)Nc2nccs2)cc1
  2, -5
Cc1ccc(NC(=S)N=Nc2c(O)n(C)c3ccc(S(=O)(=O)N4CCOCC4)cc23)cc1
  -5, -1
COC(=O)C1=CN(C(C)C)C=C(C(=O)OC)C1c1cccc(OC)c1
  -35, 1
COc1ccc2oc3ccc(OC)cc3c(=O)c2c1
  1, 98*
O=C(NCc1ccc(F)cc1)c1cc(-c2ccco2)on1
  -24, 25
O=C1c2cccnc2C(=O)N1Cc1ccc(F)cc1
  33, -5
O=C(/C=C/c1cccs1)N1CCN(c2ccccc2F)CC1
  -1, 7

(listing goes on)
Below each SMILES – ARNT TACC3 PPI, esBAF inh
Cc1ccc(C(=O)NNC(=O)CSc2nnc3c(n2)[nH]c2ccc(C)cc23)cc1
  -8, -2
CCOc1ccc(CCNc2nc3c(c(=O)n(C)c(=O)n3C)n2CC)cc1OCC
  -1, -4
Cn1c(Cc2cccs2)nnc1SC/C=C/c1ccccc1
  -4, 1
O=C(c1ccc(F)cc1)C1CCN(C(=O)NC2CCCCC2)CC1
  -3, 6
CCC(C)(C)C1CCC(=NNC(=O)c2ccc(Br)o2)CC1 (centres undefined)
  5, 9
CC(=O)N1CCC2(CC1)C(C#N)=C(N)OC1=C2C(=O)CC(C)(C)C1
  -2, -3
Cn1ncc2nc[nH]c(=O)c21
  0, -4
COc1cccc(Nc2nc(NCCO)c3ccccc3n2)c1
  10, -9
CCN1C(C(=O)c2ccccc2)=C(Nc2ccccc2C)c2ccccc2S1(=O)=O
  19, -3
CC(=O)c1cccc(NC(=O)Cc2coc3cc4c(cc23)CCC4)c1
  2, 4
COc1cc(NS(=O)(=O)c2ccc(F)cc2)c(OC)cc1NC(C)=O
  -7, 6
COc1ccc(CNC(=O)c2ccc(-c3ccccc3)cc2)cc1
  -2, 62*
C1CCN(c2c3c(nc4nnnn24)CCCC3)CC1
  2, 2
O=c1c2ccccc2nc(-c2cccc(Cl)c2)n1O
  15, -5
COc1ccc(C(=O)N(CCCO)Cc2cc3c(C)ccc(C)c3[nH]c2=O)cc1OC
  -8, -3
Cc1ccc2cc(CN(Cc3ccco3)C(=O)C3CCCCC3)c(=O)[nH]c2c1C
  -8, -1
Nc1c(-c2ccc(F)cc2)cnn1C1CCS(=O)(=O)C1 (centres undefined)
  5, 0
CCSc1cnc(-c2ccccc2)n1CC
  -3, 4
Cc1cc(=O)[nH]c(SCc2nc3ccccc3n2Cc2ccccc2)n1
  2, 1
CCOC(=O)c1nnn(-c2nonc2N)c1COc1ccccc1
  9, -12
CC(C)CNC(=S)NNC(=O)c1nn(C)cc1Cl
  14, -3
O=C(C1COc2ccccc2O1)N1CCOCC1 (centres undefined)
  -11, -4
O=C(CNS(=O)(=O)c1ccccc1)NCC(=O)OCc1ccc(C(=O)c2ccccc2)cc1
  -1, -2
Cc1cc(/C(O)=C2\C(=O)C(=O)N(CCN(C)C)C2c2ccncc2)ccc1OCc1ccccc1 (centres undefined)
  -7, 2
OC(COCc1ccc(Cl)cc1)CN1CCN(c2ccccn2)CC1 (centres undefined)
  -2, 1
CCOC(=O)/C(=N/Nc1ccccc1)N1CCCc2ccccc21
  -4, -2
Cc1ccc(NC(=O)COc2ccc(/C=C3/SC(=Nc4ccccc4)N(Cc4cccnc4)C3=O)cc2)cc1
  1, -5
CCOC(=O)NC(=O)CSc1nnnn1-c1ccccc1
  3, 2
COc1cccc(C2C(C(C)=O)=C(O)C(=O)N2Cc2ccco2)c1 (centres undefined)
  -5, 1
O=C(CCN1C(=O)c2ccncc2C1=O)Nc1ccc(F)cc1
  -8, -3

(listing goes on)
Below each SMILES – ARNT TACC3 PPI, esBAF inh
CCOC(=O)c1c(NC(=O)CSc2nnc(-c3ccc(OC)cc3)o2)sc2c1CCC2
  -3, 4
Cc1ccc(-c2nn(Cc3ccccc3)cc2/C=C/C(=O)O)cc1
  -4, 13
Cc1nn(Cc2c(F)c(F)c(F)c(F)c2F)c(C)c1NC(=O)c1ccc(COc2ccccc2Cl)o1
  -3, 2
CCS(=O)(=O)N1CCCC(C(=O)N2CCc3ccccc3C2)C1 (centres undefined)
  18, -5
O=C(CCS(=O)(=O)Cc1ccccc1)N1CCN(c2ccccc2)CC1
  20, 0
C/C(N)=C(/C#N)C(=O)CSc1nc2cc(Cl)ccc2s1
  32, 12
COc1ccc(F)cc1S(=O)(=O)NC1CCCC1
  3, -2
COCCSc1nnc(NC(=O)CSc2ccccc2)s1
  -4, -6
CC(SCc1cn2cc(Cl)ccc2n1)C(=O)O (centres undefined)
  -12, -6
CCOC(=O)c1cccc(NC(=O)/C(=C\c2ccccc2)NC(=O)c2ccccc2Cl)c1
  -5, -11
O=C(Nc1cccc(Cl)c1)Nc1nc(-c2ccc(Cl)cc2)cs1
  -8, 5
Cc1ccc(NC(=S)NNC(=O)c2ccco2)cc1
  -3, 32
CCOC(=O)C(C)n1cnc2c(cnn2-c2ccc(Cl)cc2)c1=O (centres undefined)
  -7, 17
CCNC(=O)NC(=O)C(C)On1nnc2ccc(S(=O)(=O)N(CC)CC)cc21 (centres undefined)
  -4, 0
O=c1[nH]n(-c2ccc(Cl)cc2)c(=O)c(Cl)c1Cl
  0, 0
COc1ccc2c(c1)CCc1c(C(=O)NCc3ccc(Cl)cc3)noc1-2
  -6, 8
CN1C(=O)C2(N=c3ccccc3=N2)c2ccccc21
  4, 41*
O=C1C(=C2SCCCS2)CC/C1=C\c1ccc(F)cc1
  1, -38
COc1ccccc1N1CCN(C2=NS(=O)(=O)c3ccccc32)CC1
  28, 4
CCOc1ccc(C2Nc3ccc4ccccc4c3-c3c2c(=O)oc2ccccc32)cc1 (centres undefined)
  -1, -3
CCC(C)NC(=O)c1ccccc1C(=O)NC(C)CC (centres undefined)
  4, -14
COc1ccc(OCc2cccc(C(=O)O)c2)cc1
  -9, -86
Cn1c(=O)c2c(ncn2CC(=O)N2CCOCC2)n(C)c1=O
  -5, -11
Cc1onc(-c2ccccc2Cl)c1C(=O)OCC(=O)c1ccc2c(c1)OCCO2
  -2, 6

Single records (already shown). Order of values: ARNT TACC3 PPI | esBAF inh
Record of `CCOc1ccc(C2Nc3ccc4ccccc4c3-c3c2c(=O)oc2ccccc32)cc1` (centres undefined) → -1 | -3
Record of `Cc1onc(-c2ccccc2Cl)c1C(=O)OCC(=O)c1ccc2c(c1)OCCO2` → -2 | 6
Record of `O=C(CCS(=O)(=O)Cc1ccccc1)N1CCN(c2ccccc2)CC1` → 20 | 0
Record of `C/C(N)=C(/C#N)C(=O)CSc1nc2cc(Cl)ccc2s1` → 32 | 12
Record of `O=c1[nH]n(-c2ccc(Cl)cc2)c(=O)c(Cl)c1Cl` → 0 | 0

The list is partial. The share of hits here may be higher or lower than overall.
